hiPSC survival: increases survival of single human iPS cells; hiPSC single-cell survival, ATPlite luminescence; 100% = ROCK inhibitor wells, 0% = DMSO; survival enhancement, % at 20 µM; 0.044% of 360,000 active; AID 602274; in the data active = survival enhancement above about 18%;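 note: cells exposed to compounds for 16 hours before the ATP read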
Peg3 promoter: Peg3 promoter activity inhibition; 1.7% of 360,000 active; HeLa PEG-Prom luciferase reporter, luminescence, overnight; inhibition, % at 20 µM;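 active = inhibition of at least 50% at 20 µM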
CaV13 FRET inh: Primary screen for inhibitors of IQ motif and Ca2+-dependent inactivation inhibitor domain binding in CACNA1D, Förster resonance energy transfer in living cells, …; HEK cells, CFP/YFP FRET ICDI-IQ, plate reader, 10 min; percent FRET-ratio fall versus neutral wells; inhibition, % at 12.3 µM; 0.098% of 340,000 active; AID 743397;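 active = mean replicate inhibition of at least 30% and at least 1% of replicates passing that level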;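 note: 0% = median of the neutral control wells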
NR2E3 ag-1: NR2E3 (human) agonism. AID 2300. inhibition of corepressor binding, % at 4.78 µM. 0.12% of 320,000 active. Q9Y5X4. GST-NR2E3/biotin-RetCOR TR-FRET, 1536-well;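 active = percent inhibition above the cutoff of mean plus 3 SD of all tested compounds, set per screening campaign, cut at about 20% in these data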;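 note: 0% = DMSO wells and 100% = biotin wells as full block of FRET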
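Material – GST-tagged NR2E3 plus biotinylated RetCOR corepressor · Quantity – NR2E3 fusion 1.35 nM · Times – 5 h incubation at 4 °C · Medium – pH 7.5 Tris-based buffer · Technique – TR-FRET, Eu(K)-anti-GST donor, streptavidin-D2 acceptor, ex 340, em 617/671 nm · Benchmarks – high control biotin, low control 0.6% DMSO · Format – 1536-well plates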
Shn3 3UTR inh: Schnurri-3 reporter inhibition in Clone20 osteoblasts; Clone20 osteoblast Shn3 3'UTR firefly luciferase, 24 h; inhibition, % at 12.5 µM; 0.52% of 360,000 active; AID 588674;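 active = mean inhibition of at least 75% with every replicate also reaching 75%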;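 note: 0% = median of neutral control wells and 100% = pilot-screen positive control compound; some compounds past the cut are filed as inactive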
m5-HT2A agonist: mouse HTR2A agonism via beta-arrestin recruitment. 0.66% of 360,000 active. CHO-K1 mHTR2A beta-arrestin complementation, luminescence; percent of 30 µM serotonin response. AID 624169. P35363. activation, % at 7.6 µM;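 active = activation above a run cutoff, the mean activation of all tested compounds plus 3 SD, cut at about 14% in these data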;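 note: 0% = plate median of compound wells and 100% = 30 µM serotonin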
Target sequence (P35363 whole entry, looked up): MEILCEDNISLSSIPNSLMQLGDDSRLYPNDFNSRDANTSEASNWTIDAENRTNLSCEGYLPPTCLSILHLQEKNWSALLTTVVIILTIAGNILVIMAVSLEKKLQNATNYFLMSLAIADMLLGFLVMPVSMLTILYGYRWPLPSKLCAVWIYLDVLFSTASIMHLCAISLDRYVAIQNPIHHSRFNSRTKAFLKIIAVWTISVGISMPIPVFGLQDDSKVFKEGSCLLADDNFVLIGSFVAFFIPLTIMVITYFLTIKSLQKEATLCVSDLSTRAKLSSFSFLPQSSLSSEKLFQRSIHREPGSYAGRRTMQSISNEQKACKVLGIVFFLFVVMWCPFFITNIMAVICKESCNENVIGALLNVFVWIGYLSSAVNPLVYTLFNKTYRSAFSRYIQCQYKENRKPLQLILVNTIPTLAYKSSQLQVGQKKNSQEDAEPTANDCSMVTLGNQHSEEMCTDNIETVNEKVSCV
PDI inh: inhibitors of human protein disulfide isomerase; P07237; PDI insulin aggregation turbidity, A650, 90 min; AID 588391; inhibition, % at 10 µM; 0.052% of 350,000 active;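 active = mean inhibition across replicates of 30% or more, whatever share of single replicates reach that level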;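 note: absorbance from insulin aggregation driven by PDI reduction with DTT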
Target sequence (P07237 whole entry, looked up): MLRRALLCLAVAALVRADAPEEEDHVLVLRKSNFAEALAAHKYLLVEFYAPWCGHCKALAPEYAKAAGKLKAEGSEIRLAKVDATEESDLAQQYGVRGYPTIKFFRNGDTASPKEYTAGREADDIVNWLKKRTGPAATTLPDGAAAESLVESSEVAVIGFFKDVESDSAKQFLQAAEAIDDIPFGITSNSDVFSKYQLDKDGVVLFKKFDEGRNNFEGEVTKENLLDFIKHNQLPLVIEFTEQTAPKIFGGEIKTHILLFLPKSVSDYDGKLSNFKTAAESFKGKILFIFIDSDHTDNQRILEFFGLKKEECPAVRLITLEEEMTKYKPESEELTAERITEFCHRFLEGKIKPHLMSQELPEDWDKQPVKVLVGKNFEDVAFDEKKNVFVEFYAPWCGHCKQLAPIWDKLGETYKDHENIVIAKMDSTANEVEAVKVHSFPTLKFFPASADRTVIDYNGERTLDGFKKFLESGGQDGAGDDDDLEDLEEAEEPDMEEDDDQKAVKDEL
HIF-2a inh: blocks HIF-2a reporter activity | AID 624352 | 786-0 RCC cells HIF-2a reporter, luciferase luminescence, overnight | 0.72% of 360,000 active | inhibition, % at 18.8 µM;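 active = inhibition of the luminescence signal of 40% or more relative to plate controls, in a single-dose primary screen at 18.75 µM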
Cardio protect: modulators protecting cardiomyocytes from myocardial damage; H9c2 cardiomyocytes, H2O2 injury protection, ATPLite, 2 h; 0.63% of 360,000 active; protection from H2O2 cell death, % at 20 µM;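 active = compounds giving at least 50% protection of heart cells from peroxide-induced death in the single-dose screen, raw or plate-pattern-corrected value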;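 note: 0% = DMSO wells with peroxide and 100% = DMSO wells without peroxide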
NR2E3 ag-2: activates human NR2E3 receptor; 0.35% of 360,000 active; inhibition of corepressor binding, % at 3.98 µM; CHO-S Gal4-NCOR/VP16-NR2E3 two-hybrid, luciferase; AID 602229;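 active = inhibition above the mean of all tested compounds plus 3 SD, cut at about 70% in these data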;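 note: 0% = DMSO with NR2E3 transfected cells and 100% = cells lacking NR2E3 construct; higher means lower luciferase signal from less NR2E3 corepressor binding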
TRPM1 prom inh: reduces MITF-dependent TRPM1 promoter luciferase signal; AID 488899; SK-MEL-5 TRPM1 promoter luciferase, 24 h; inhibition, % at 12.5 µM; 0.83% of 330,000 active;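 active = mean inhibition across replicates of 60% or more, whatever share of single replicates reaches that level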; note: values of inactives mirror those of a sister screen read the other way
Numbers without * were called inactive; / = no result given.

SMILES	hiPSC survival	Peg3 promoter	CaV13 FRET inh	NR2E3 ag-1	Shn3 3UTR inh	m5-HT2A agonist	PDI inh	HIF-2a inh	Cardio protect	NR2E3 ag-2	TRPM1 prom inh
CSc1ccc(CN2CCC2(C)C(=O)Nc2ccc(C)c(O)c2)cc1 (centres undefined)	2.5	-5	-7	/	8	-5	-2	-18	-12	-16	/
O=C(CNC(=O)c1ccc(Br)cc1)NCCc1nc2ccccc2[nH]1	1.6	-1	-4	7	6	-3	4	-4	-7	8	13
COc1ccccc1N(C(=O)CN1C(=O)c2ccccc2S1(=O)=O)C(C(=O)NCC1CCCO1)c1ccc(F)cc1 (centres undefined)	6.9	-4	-2	7	11	4	12	0	4	-3	4
Cc1ccc2nsnc2c1N	-0.4	2	-4	-3	-27	0	1	6	10	-21	18
O=C1CC(c2cccs2)Cc2nc(NC(=O)C3CC3)ncc21 (centres undefined)	-0.8	-6	-2	2	/	-3	-3	3	4	0	2
COc1ccc(OC)c(Nc2cc(C)nc3ccccc23)c1	-4.5	23	-5	5	30	1	13	13	-6	-18	27
COc1ccccc1NC(=O)c1ccc(NC(=O)CSc2nc(N)cc(=O)[nH]2)cc1	0.6	24	-3	1	2	0	8	-3	-3	3	1
CCn1cc(CN2CCC(n3nccc3NC(=O)c3ccccc3C)CC2)cn1	0.3	23	-5	3	12	6	5	15	1	-19	6
Cc1nn(-c2ccccc2)c(Cl)c1/C=N/Nc1nc2ccccc2[nH]1	-3.9	-155	15	1	33	-8	-5	-142	-21	-148	-27
O=C(CCNS(=O)(=O)c1ccccc1)N1CCC(Cc2ccccc2)CC1	0.3	18	-5	4	3	-2	13	5	-4	17	-5
CCOC(=O)N1CCN(Cc2nc3c(c(=O)[nH]c(=O)n3C)n2Cc2ccccc2C)CC1	0.4	-4	-7	0	-13	-2	3	-7	3	-25	-1
C[N+]1(CC(=O)Nc2ccccc2Cl)CCN(C(=O)c2cccs2)CC1	0.7	15	-5	-2	5	-1	3	4	0	-9	7
CC1CN(C(C)C(=O)NC(c2ccccc2)c2ccccc2)CC(C)O1 (centres undefined)	-0.4	10	-6	2	2	4	5	-3	2	-22	0
Cc1ccc(-n2ncc3c(N4CCC5(CC4)OCCO5)ncnc32)c(C)c1	-0.5	-6	-6	4	-5	6	-3	-89	8	-7	/
CNC(=O)c1nnsc1S(=O)(=O)c1ccc(Cl)cc1	15	106*	-4	/	99*	-3	1	65*	-22	23	85*
COc1ccccc1N(C)S(=O)(=O)c1ccc(C(=O)OCC(=O)NCc2ccco2)cc1	4.6	13	-4	1	2	2	-4	11	4	-17	0
COc1cc2c(cc1OC)/C(=C/C(=O)c1ccc(NC(C)=O)cc1)NCC2	-0.2	21	-4	3	1	5	7	4	23	-2	-2
O=S1(=O)CC(N2CCCC2)CN1Cc1ccc(F)cc1 (centres undefined)	-2.3	-9	-7	/	6	0	/	0	5	-7	/
O=C(Nc1cccc(C(F)(F)F)c1)C1Cc2c(-c3cccc(F)c3)ccnc2O1 (centres undefined)	-2.3	25	-7	/	23	-2	-80	2	-3	9	/
CNC(=O)Cn1ncc2c(C)n(Cc3ccc(C)cc3)c(C)c2c1=O	3.2	-4	/	1	-11	5	4	-3	0	-4	3
O=c1c2ccccc2sc2nc(C3CCCCC3)n(Cc3ccco3)c(=O)c12	-0.1	1	-4	/	19	-1	-11	-14	0	-39	-14
O=C(Nc1nccs1)c1ccc(N2C(=O)C3CCCCC3C2=O)cc1 (centres undefined)	0.7	-23	-6	-2	-48	-3	0	-21	-5	-20	-6
CC(C)(C)c1cc(CN(CCO)CCO)cc(C(C)(C)C)c1O	2.5	16	-4	3	1	-2	-1	14	1	5	2
COc1ccccc1CNc1nc(NCCNC(C)=O)c2sccc2n1	0.5	9	-9	/	6	-8	-1	9	8	9	/
CCc1ccc(Nc2ccc(C(=O)O)cc2[N+](=O)[O-])cc1	1.0	-20	-19	-1	14	-6	-1	-36	-1	-4	-5
CCOc1ccc(-c2cc(C(=O)Nc3cc(OC)c(OC)c(OC)c3)[nH]n2)c(C)c1	3.0	4	-6	/	1	6	10	-22	22	-18	/
O=C(c1cc2c(s1)CCCC2)N1CCN(C(=O)C2CCCO2)CC1 (centres undefined)	-0.4	15	-7	6	19	-4	-1	-23	6	-18	1
C#Cc1ccc([C@@H]2C=C(C(=O)N3CCN(Cc4ccccc4)CC3)O[C@H](OCCCCO)C2)cc1	1.5	12	/	-1	93*	10	-9	16	-2	75*	49
CC[C@@H]1C=C(C(=O)O)[C@H](c2ccc(Br)cc2)N1S(=O)(=O)c1ccc(C)cc1	-0.6	11	-4	/	-25	8	-3	16	-4	-62	-2
O=c1c(-c2n[nH]c(=S)n2-c2ccccc2)cccn1Cc1cccc(Cl)c1	0.2	16	/	2	-16	3	3	10	10	-11	-19
COc1cccc(NS(=O)(=O)c2csc(C(N)=O)c2)c1	0.1	1	-5	-1	35	-2	0	11	-2	-3	0
C(=N\c1nc2ccccc2n1CCN1CCOCC1)/c1cccs1	-0.2	-3	-5	-1	5	3	-3	20	4	-28	1
COc1ccc(OCCNS(=O)(=O)c2ccc3oc4ccccc4c3c2)cc1	1.3	0	-6	-5	-11	-2	-2	16	-31	59	12
CSc1nsc(SC)c1-c1ccc(Cl)cc1	0.4	8	-6	/	-19	0	1	0	-10	-23	/
CC1(C)CC(=O)C2=C(C1)NC(=O)NC2c1ccccc1 (centres undefined)	-1.3	-7	-6	2	-9	2	9	23	3	22	6
CCN(CC)c1ccc(C=C2C(=O)OC3(CCCC3)OC2=O)cc1	0.2	5	-3	-2	-2	-3	2	3	9	-13	7
CCOC(=O)/C(=C/c1ccco1)NC(=O)c1ccc(Br)o1	0.4	15	-1	1	2	-7	-3	-1	3	-6	3
COc1ccc(Cl)cc1NC(=O)c1noc2c1CCCC2	0.0	-21	-2	-1	2	-2	-5	-71	-2	-33	4
CCCCn1c(N)c(N(CC(C)C)C(=O)CSCc2ccc(Cl)c(Cl)c2)c(=O)[nH]c1=O	-0.4	5	-14	0	10	9	-6	6	-7	7	1
CCOC(=O)C1=C(C)NC(=O)NC1c1ccc2c(c1)OCO2 (centres undefined)	-3.7	5	/	2	1	-2	3	12	17	5	12
O=C(COc1ccccc1[N+](=O)[O-])N/N=C/c1ccccn1	-0.3	-94	-15	7	-39	-3	5	-76	19	-36	-16
CC(Oc1ccc(F)cc1)C(=O)Nc1nc(-c2ccccn2)cs1 (centres undefined)	-0.4	55*	-6	2	62	-2	3	11	67*	18	65*
Nn1c(Cc2cccc3ccccc23)nnc1SCc1ccc(Cl)c(Cl)c1	0.5	6	-2	1	15	-1	-2	-3	-3	-14	0
Cc1cc(C)cc(NC(=O)C2CC(=O)n3ncnc3N2)c1 (centres undefined)	-0.3	-1	-13	4	5	5	14	9	4	-11	-7
S=C(Nc1ccc(Oc2ccccc2)cc1)NC1CCCCCC1	-2.0	9	-13	-2	9	-5	-3	-64	-17	-4	6
CC1CC(OC(=O)C2CCN(S(=O)(=O)c3ccc(F)cc3)CC2)C(=O)O1 (centres undefined)	-0.5	3	-7	/	-4	9	6	18	9	-13	7
CCCc1[nH]nc2c1C(c1ccc(OC)cc1OC)C(C#N)=C(N)O2 (centres undefined)	-0.1	14	-5	0	-4	1	20	3	9	-11	-3
CCOc1ccc(OCc2cccc(C(=O)N3CCCCCC3)c2)cc1	-2.4	-86	1	0	44	2	5	44*	-9	-212	52
CCOC(=O)C1CCCN(C(=S)NC2CCCCC2)C1 (centres undefined)	-0.4	-3	3	-1	4	-1	-1	1	4	-16	11
CC(=O)c1ccc(N2CCN(C(=O)C(=O)c3cn(CC(=O)N4CCCCCC4)c4ccccc34)CC2)cc1	0.6	-2	-5	0	80	-2	0	0	-3	-11	16
Cc1ccc(CNCC(=O)Nc2cccc(S(=O)(=O)NC3=NCCCCC3)c2)cc1	-1.7	11	-2	1	2	-3	3	21	2	-9	4
O=C(COC(=O)CNC(=O)c1ccccc1)Nc1ccc2c(c1)OCO2	0.4	7	-15	0	-6	0	4	11	7	-3	-5
Cc1ccc(/C=c2/sc3n(c2=O)CCCN=3)o1	-1.8	-211	-6	-5	-43	1	-8	-185	-1	-102	-60
O=C(NNC(=O)c1ccc(Cn2cccn2)o1)NC12CC3CC(CC(C3)C1)C2	-0.3	13	-3	/	18	10	-7	25	-2	-12	3
CC(C)CC1=NN(C(=O)c2cccnc2)C(O)(C(F)(F)F)C1 (centres undefined)	-1.4	12	-5	0	10	0	-5	7	11	-8	5
O=S(=O)(c1ccc(S(=O)(=O)n2cnc3ccccc32)cc1)N1CCCCCC1	-1.7	13	-5	0	6	1	-11	7	-4	-8	-7
Cn1c2c(c(=O)n(C)c1=O)C(NC(=O)C(C)(C)C)(C(F)(F)F)C(=O)N2 (centres undefined)	-2.8	16	-4	0	-14	2	2	9	4	-16	2
CCC(C)NC(=O)COC(=O)c1cccnc1Nc1ccccc1F (centres undefined)	1.4	-12	-5	0	-17	0	-1	-7	4	10	-4
CCc1nc2c(OCc3ccccc3)cccn2c1N(C)C(=O)COc1ccccc1	1.9	16	-10	/	-14	-3	0	12	-11	-26	/
N#Cc1cccc(NC(=O)Cn2cnc(S(=O)(=O)N3CCCCC3)c2)c1	0.1	5	-5	-2	-14	1	11	7	3	-6	2

Just PDI inh and hiPSC survival (4 entries from above):
canonical_smiles,PDI inh,hiPSC survival
CC(=O)c1ccc(N2CCN(C(=O)C(=O)c3cn(CC(=O)N4CCCCCC4)c4ccccc34)CC2)cc1,0,0.6
Cc1ccc(CNCC(=O)Nc2cccc(S(=O)(=O)NC3=NCCCCC3)c2)cc1,3,-1.7
O=C(COC(=O)CNC(=O)c1ccccc1)Nc1ccc2c(c1)OCO2,4,0.4
Cc1ccc(/C=c2/sc3n(c2=O)CCCN=3)o1,-8,-1.8

Next compounds follow:
SMILES	hiPSC survival	Peg3 promoter	CaV13 FRET inh	NR2E3 ag-1	Shn3 3UTR inh	m5-HT2A agonist	PDI inh	HIF-2a inh	Cardio protect	NR2E3 ag-2	TRPM1 prom inh
CC(=O)c1ccc(S(=O)(=O)NCCC(=O)NC2CCN(Cc3ccccc3)CC2)cc1	1.5	-12	-6	/	-6	-3	-5	8	9	-21	-1
Cc1cc(C)nc(Nc2n[nH]c(COc3ccc(Cl)cc3)n2)n1	0.4	12	-3	-1	9	4	-9	5	-2	-24	17
CCOC(=O)CN(Cc1sccc1C)C(=O)Nc1cccc(OC)c1	16	-54	-5	2	-1	3	2	-40	4	-13	-11
O=C(CCS(=O)(=O)c1ccccc1)Nc1nc(-c2ccccn2)cs1	-1.0	18	-6	3	29	-1	/	1	51*	0	3

The order is random. Share with any hit: about 3.9%.
